MCL1-BIM inh – MCL1-BIM-BH3 interaction inhibition (human); Q07820; GST-MCL1 / FITC-Bim-BH3 fluorescence polarization; inhibition, % at 10.9 µM; hit rate 0.68% among 320,000;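 active = inhibition above the mean inhibition of all tested compounds plus 3 SD, set per campaign, cut at about 40% in these data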;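 also: 0% = DMSO wells and 100% = unlabeled Bim-BH3 peptide control; higher means more loss of mP so more displacement of Bim peptide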
GLD-1 RNA inh – GLD-1-TGE RNA interaction inhibition (C. elegans). Q17339. purified GLD-1 + fluorescein TGE RNA, fluorescence polarization. inhibition, % at 5.96 µM. hit rate 0.44% among 320,000;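 active = percent inhibition above a per-plate cutoff, the plate mean of test compounds plus 3 SD, cut at about 30% in these data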;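 also: 0% = DMSO wells with GLD-1 and probe and 100% = wells lacking GLD-1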
Efflux pump mplx – inhibitors of Candida antifungal efflux pumps expressed in yeast; hit rate 0.44% among 330,000; S. cerevisiae Candida pump triplex, Nile Red efflux; inhibition, % at 10 µM;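 active = plate passing quality check with inhibition over a set limit, or well fluorescence over plate mean plus 4 SD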;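 also: Nile Red retained in pooled yeast measured as flow cytometry median fluorescence; 0% = buffer negative control and 100% = Enniatin B positive control; higher means more Nile Red kept so more efflux inhibition; some compounds called inactive have numbers as strong as hits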
Fam108B inh – counter-screen for RBBP9 inhibitors: inhibitors of mouse Fam108B. recombinant Fam108B, FP-Rh probe fluorescence polarization. inhibition, % at 9.51 µM. hit rate 0.33% among 300,000. AID 1947;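 active = inhibition above the screen mean inhibition plus 3 SD, computed separately per campaign, cut at about 18% in these data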;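 also: inhibitors lower polarization as less probe binds the enzyme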
PME-1 inh – blocks human protein phosphatase methylesterase 1. AID 2130. Q9Y570. hit rate 0.53% among 320,000. recombinant PME-1, FP-Rh probe fluorescence polarization. inhibition, % at 5.9 µM;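 active = inhibition above the campaign mean of all compounds plus 3 SD, cut at about 26% in these data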;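 also: competitive labeling of PME-1 active site by serine hydrolase directed probe; 0% = PME-1 with DMSO and 100% = wells lacking PME-1 enzyme; inhibitors block probe labeling so polarization falls and inhibition rises; many of its hits are not listed in these tables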
GRK2 aptamer HTS – human GRK2 inhibition via aptamer displacement; P25098; bead flow cytometry, FAM-aptamer displacement from GRK2; inhibition of aptamer binding, % at 10 µM; hit rate 0.59% among 330,000;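 active = inhibition of aptamer binding above 40%, roughly 3 SD of noise, on plates passing a quality check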;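 also: median bead fluorescence of bound FAM aptamer so fluorescent compounds give negative values; no value below 0 was filed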
MEX-5 binding – C. elegans MEX-5 TCR-2 RNA binding activity | Q9XUB2 | MEX-5/FITC-TCR2 RNA binding, fluorescence polarization; active compounds read low | activity score (negative = inhibition of binding), % at 10 µM | hit rate 0.38% among 300,000 | AID 1832;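 active = inhibition past about -25% in most replicates, and total fluorescence under double the plate's negative control median, limit read from the data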;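 also: 0% = DMSO and -100% = 5 µM competing unlabeled TCR2 RNA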
VLA-4 inh – inhibition in a human VLA-4 binding assay. AID 2557. inhibition, % (about 7 µM as worked out from the volumes in the protocol). P13612. VLA-4 expressing cells, ligand binding flow cytometry. hit rate 0.2% among 330,000; in the data active = inhibition above about 50%
Target sequence (P13612 whole entry, looked up): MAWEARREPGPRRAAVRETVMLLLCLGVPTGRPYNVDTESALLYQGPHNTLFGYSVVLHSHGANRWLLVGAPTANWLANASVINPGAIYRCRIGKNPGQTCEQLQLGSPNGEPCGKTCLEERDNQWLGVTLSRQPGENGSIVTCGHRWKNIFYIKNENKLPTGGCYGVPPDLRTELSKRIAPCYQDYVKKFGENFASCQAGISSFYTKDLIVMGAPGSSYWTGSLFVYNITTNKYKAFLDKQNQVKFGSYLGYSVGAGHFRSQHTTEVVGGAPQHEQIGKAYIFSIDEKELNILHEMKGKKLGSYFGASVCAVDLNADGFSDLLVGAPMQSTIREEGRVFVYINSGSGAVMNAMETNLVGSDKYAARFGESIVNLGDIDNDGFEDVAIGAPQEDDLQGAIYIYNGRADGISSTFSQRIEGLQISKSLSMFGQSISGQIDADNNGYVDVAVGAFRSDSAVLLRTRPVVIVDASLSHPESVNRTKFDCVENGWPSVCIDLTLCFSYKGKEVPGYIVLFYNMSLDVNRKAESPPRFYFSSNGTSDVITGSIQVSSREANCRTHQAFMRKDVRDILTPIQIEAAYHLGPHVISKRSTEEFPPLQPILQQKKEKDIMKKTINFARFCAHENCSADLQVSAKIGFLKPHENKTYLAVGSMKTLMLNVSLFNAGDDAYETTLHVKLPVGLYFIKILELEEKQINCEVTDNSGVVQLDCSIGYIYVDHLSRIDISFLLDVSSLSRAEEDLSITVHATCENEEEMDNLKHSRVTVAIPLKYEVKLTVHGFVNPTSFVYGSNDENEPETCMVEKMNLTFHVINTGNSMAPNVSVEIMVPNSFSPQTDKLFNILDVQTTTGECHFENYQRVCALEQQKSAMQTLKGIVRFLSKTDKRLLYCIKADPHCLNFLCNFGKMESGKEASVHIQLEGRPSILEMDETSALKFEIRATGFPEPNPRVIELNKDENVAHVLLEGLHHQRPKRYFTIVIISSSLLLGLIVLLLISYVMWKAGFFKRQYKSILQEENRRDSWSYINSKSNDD
Bcl-xL primary – inhibitors of human Bcl-xL | AID 2129 | Q07817 | inhibition, % at 10.9 µM | GST-Bcl-xL / FITC-Bim BH3 peptide fluorescence polarization | hit rate 0.7% among 320,000;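 active = inhibition above the mean of all tested compounds plus 3 SD, cutoff set per campaign, cut at about 30% in these data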;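 also: 0% = DMSO wells and 100% = unlabeled Bim-BH3 peptide competitor; inhibitors lower millipolarization by displacing the labeled peptide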
Active calls of the source: *.

Cn1ncc2c(Nc3ccccc3Br)ncnc21 was read as MCL1-BIM inh 6, GLD-1 RNA inh 5, Efflux pump mplx 0.1, Fam108B inh 5, PME-1 inh -3, GRK2 aptamer HTS 3, MEX-5 binding 2.5, VLA-4 inh -10 and Bcl-xL primary 2.
Screening CCOC(=O)C1CCN(C(=O)Cn2c(=O)c3cccn3c3cccnc32)CC1 returned MCL1-BIM inh 5, GLD-1 RNA inh 5, Efflux pump mplx -0.1, Fam108B inh 2, PME-1 inh -1, GRK2 aptamer HTS 3, MEX-5 binding 3.1, VLA-4 inh 14 and Bcl-xL primary 2.
CN(c1ncc(C(F)(F)F)cc1Cl)n1cc(C(=O)O)c2ccccc2c1=O was read as MCL1-BIM inh -1, GLD-1 RNA inh -3, Efflux pump mplx -0.2, Fam108B inh 4, PME-1 inh 2, GRK2 aptamer HTS 0, MEX-5 binding 1.2, VLA-4 inh 1 and Bcl-xL primary -1.
For O=C1C=CCC(/C=C/c2ccccc2)O1 (stereo unspecified) the results were MCL1-BIM inh 4, GLD-1 RNA inh 1, Efflux pump mplx 0.0, Fam108B inh -3, PME-1 inh 4, GRK2 aptamer HTS 3, MEX-5 binding -2.5, VLA-4 inh 14 and Bcl-xL primary -2.
For Cc1noc(C)c1CS(=O)(=O)Cc1ccc(Cl)cc1 the results were MCL1-BIM inh 1, GLD-1 RNA inh -10, Efflux pump mplx 0.1, Fam108B inh 5, PME-1 inh -2, GRK2 aptamer HTS 0, MEX-5 binding 0.1, VLA-4 inh 15 and Bcl-xL primary 0.
For COC(=O)C1=C(C)N=C2SC(C#N)=C(N)N2C1c1ccc(OC)cc1 (stereo unspecified) the results were MCL1-BIM inh 2, GLD-1 RNA inh 7, Efflux pump mplx -0.1, Fam108B inh 0, PME-1 inh 2, GRK2 aptamer HTS 0, MEX-5 binding 2.5, VLA-4 inh 15 and Bcl-xL primary 6.
COc1c(O)ccc2c1CN1CCc3cc4c(cc3C1C2)OCO4 (stereo unspecified) was read as MCL1-BIM inh 37, GLD-1 RNA inh 9, Efflux pump mplx -0.4, Fam108B inh -2, PME-1 inh 6, GRK2 aptamer HTS 3, MEX-5 binding -8.7, VLA-4 inh -7 and Bcl-xL primary 34*.
For Cc1ccc([C@H]2C(C(=O)O)=C[C@@H](C(C)(C)C)N2S(=O)(=O)c2ccc(C)cc2)cc1 the results were GLD-1 RNA inh 5, Efflux pump mplx -0.1, GRK2 aptamer HTS 0 and VLA-4 inh -12.
Screening CN(C)S(=O)(=O)c1cccc(NC(=S)N(CCC#N)Cc2cccnc2)c1 returned MCL1-BIM inh 2, GLD-1 RNA inh 3, Efflux pump mplx 0.0, Fam108B inh 0, PME-1 inh 1, GRK2 aptamer HTS 3, MEX-5 binding -0.8, VLA-4 inh -3 and Bcl-xL primary 4.
`O=C(OCc1ccccc1)C1=NNC2C(=O)N(c3ccc(Br)cc3)C(=O)C12` (stereo unspecified) gave MCL1-BIM inh 6, GLD-1 RNA inh 7, Efflux pump mplx 0.0, Fam108B inh -5, PME-1 inh 7, GRK2 aptamer HTS 0, MEX-5 binding 0.5, VLA-4 inh 10 and Bcl-xL primary 4.
CSc1nc(C)cc(SC(C(C)=O)C(=O)Nc2ccccc2)n1 (stereo unspecified) was read as MCL1-BIM inh 12, GLD-1 RNA inh 0, Efflux pump mplx 0.1, Fam108B inh 3, PME-1 inh -4, GRK2 aptamer HTS 0, MEX-5 binding 0.2, VLA-4 inh -2 and Bcl-xL primary 10.
`Cc1nc(NCc2cccnc2)c2c3c(sc2n1)CC(C)CC3` (stereo unspecified) gave MCL1-BIM inh 6, GLD-1 RNA inh 2, Efflux pump mplx -0.2, Fam108B inh -2, PME-1 inh -1, GRK2 aptamer HTS 0, MEX-5 binding -1.1, VLA-4 inh 10 and Bcl-xL primary 7.
CCC1(c2ccccc2)NC(=S)N(c2ccc(C)cc2)N1 (stereo unspecified) was read as MCL1-BIM inh 6, GLD-1 RNA inh 6, Efflux pump mplx 0.0, Fam108B inh 2, PME-1 inh -5, GRK2 aptamer HTS 0, MEX-5 binding 0.0, VLA-4 inh 23 and Bcl-xL primary 9.
Screening NC(=O)C1(N2CCCCC2)CCN(CC(=O)Nc2ccccc2-c2ccccc2)CC1 returned MCL1-BIM inh 3, GLD-1 RNA inh 6, Efflux pump mplx 0.1, Fam108B inh -8, PME-1 inh -6, GRK2 aptamer HTS 0, MEX-5 binding 1.1, VLA-4 inh -1 and Bcl-xL primary -3.
For CC(C)OC(=O)c1cccc(C(=O)Oc2ccccc2)n1 the results were MCL1-BIM inh 1, GLD-1 RNA inh 3, Efflux pump mplx -0.2, Fam108B inh 0, PME-1 inh 1, GRK2 aptamer HTS 0, MEX-5 binding 2.3, VLA-4 inh 9 and Bcl-xL primary 1.
For CCc1cc2c(=O)n(Cc3ccco3)c(SCc3c(C)noc3C)nc2s1 the results were MCL1-BIM inh 1, GLD-1 RNA inh -4, Efflux pump mplx 0.1, Fam108B inh 0, PME-1 inh 0, GRK2 aptamer HTS 5, MEX-5 binding 2.7, VLA-4 inh -9 and Bcl-xL primary -2.
Screening NC(=O)C1CCN(C2=C(NS(=O)(=O)c3ccccc3)C(=O)c3ccccc3C2=O)CC1 returned MCL1-BIM inh -3, GLD-1 RNA inh -1, Efflux pump mplx 0.0, Fam108B inh 0, PME-1 inh 2, GRK2 aptamer HTS 0, MEX-5 binding -2.3, VLA-4 inh -18 and Bcl-xL primary -1.
For COc1ccc(Br)cc1CN1CCSCC1 the results were MCL1-BIM inh -1, GLD-1 RNA inh 5, Efflux pump mplx 0.0, Fam108B inh -2, PME-1 inh -3, GRK2 aptamer HTS 0, MEX-5 binding 2.6, VLA-4 inh 12 and Bcl-xL primary -2.
CC(C(=O)N(C)CC(=O)Nc1ccccc1C(F)(F)F)N1C(=O)c2ccccc2C1=O (stereo unspecified) was read as MCL1-BIM inh -6, GLD-1 RNA inh 2, Efflux pump mplx 0.1, PME-1 inh 1, GRK2 aptamer HTS 3, VLA-4 inh 3 and Bcl-xL primary -3.
`COc1ccc(CC(=O)N/N=C/c2cccs2)cc1OC` gave MCL1-BIM inh 1, GLD-1 RNA inh -2, Efflux pump mplx 0.2, Fam108B inh 4, PME-1 inh 0, GRK2 aptamer HTS 3, MEX-5 binding 2.5, VLA-4 inh 9 and Bcl-xL primary 2.
CSCCC(NC(=O)COc1ccccc1)C(=O)OCc1ccc([N+](=O)[O-])cc1 (stereo unspecified) was read as MCL1-BIM inh 5, GLD-1 RNA inh 5, Efflux pump mplx 0.0, Fam108B inh -3, PME-1 inh 2, GRK2 aptamer HTS 0, MEX-5 binding 0.0, VLA-4 inh 1 and Bcl-xL primary -1.
For Cc1cc(NCCCOC(C)C)n2c(nc3ccccc32)c1C#N the results were MCL1-BIM inh -3, GLD-1 RNA inh -6, Efflux pump mplx 0.1, Fam108B inh -1, PME-1 inh 3, GRK2 aptamer HTS 0, MEX-5 binding 1.9, VLA-4 inh -1 and Bcl-xL primary 2.
For Cc1cc(C)n2nc(C(=O)Nc3ccc4c(c3)CCC4)nc2n1 the results were MCL1-BIM inh -1, GLD-1 RNA inh -4, Efflux pump mplx 0.4, Fam108B inh -1, PME-1 inh 1, GRK2 aptamer HTS 1, MEX-5 binding -1.8, VLA-4 inh 9 and Bcl-xL primary -3.
`COc1cc(C2NC(=O)NC(C)=C2C(=O)OC2CCCC(C)C2)ccc1O` (stereo unspecified) gave MCL1-BIM inh 2, GLD-1 RNA inh -7, Efflux pump mplx 0.1, Fam108B inh 0, PME-1 inh 1, GRK2 aptamer HTS 1, MEX-5 binding 0.7, VLA-4 inh 9 and Bcl-xL primary 6.
For CC(C)CC(=O)Nc1ccc(-c2nnn(CC(=O)NCc3ccco3)n2)cc1 the results were MCL1-BIM inh 0, GLD-1 RNA inh -2, Efflux pump mplx -0.1, Fam108B inh -3, PME-1 inh -3, GRK2 aptamer HTS 1, MEX-5 binding 0.9, VLA-4 inh 6 and Bcl-xL primary 3.
`CCN(CC)CCCSc1nc2ccccc2s1` gave MCL1-BIM inh 1, GLD-1 RNA inh 1, Efflux pump mplx 0.2, Fam108B inh 2, PME-1 inh 5, GRK2 aptamer HTS 0, MEX-5 binding 0.4, VLA-4 inh 5 and Bcl-xL primary -1.
Screening COc1ccc(Cl)cc1NC(=O)CN(C)C(=O)c1ccc(N2CCCCC2)c([N+](=O)[O-])c1 returned MCL1-BIM inh -13, GLD-1 RNA inh 6, Efflux pump mplx -0.1, Fam108B inh 0, PME-1 inh 1, GRK2 aptamer HTS 0, MEX-5 binding 0.1, VLA-4 inh -1 and Bcl-xL primary -1.
O=C(Cc1ccc(F)cc1)NCc1cccnc1 was read as MCL1-BIM inh 11, GLD-1 RNA inh -13, Efflux pump mplx -0.1, Fam108B inh 2, PME-1 inh 0, GRK2 aptamer HTS 0, MEX-5 binding -1.2, VLA-4 inh 17 and Bcl-xL primary 5.
For N/C(CS(=O)(=O)c1ccccn1)=N\OC(=O)c1ccccc1Cl the results were MCL1-BIM inh 6, GLD-1 RNA inh -3, Efflux pump mplx -0.1, Fam108B inh 3, PME-1 inh 5, GRK2 aptamer HTS 4, MEX-5 binding -6.2, VLA-4 inh 5 and Bcl-xL primary 11.
CCOc1ccc(NCC(=O)N/N=C/C=C/c2ccccc2)cc1 was read as MCL1-BIM inh -2, GLD-1 RNA inh 6, Efflux pump mplx 0.2, Fam108B inh 3, PME-1 inh 6, GRK2 aptamer HTS 3, MEX-5 binding -0.2, VLA-4 inh 23 and Bcl-xL primary 1.
Screening CSc1nnc(CNS(=O)(=O)c2ccc(F)cc2)n1C returned MCL1-BIM inh 4, GLD-1 RNA inh 6, Efflux pump mplx -0.1, Fam108B inh -2, PME-1 inh -2, GRK2 aptamer HTS 2, MEX-5 binding 1.2, VLA-4 inh 22 and Bcl-xL primary 1.
`O=c1[nH]c(Nc2ccccc2)cc2cc(Br)ccc12` gave MCL1-BIM inh 9, GLD-1 RNA inh 3, Efflux pump mplx 0.2, Fam108B inh 16, PME-1 inh 18, GRK2 aptamer HTS 0, MEX-5 binding 1.1, VLA-4 inh -15 and Bcl-xL primary 12.

Three structures from above, ordered by number of heavy atoms, low to high.
For N/C(CS(=O)(=O)c1ccccn1)=N\OC(=O)c1ccccc1Cl the results were MCL1-BIM inh 6, GLD-1 RNA inh -3, Efflux pump mplx -0.1, Fam108B inh 3, PME-1 inh 5, GRK2 aptamer HTS 4, MEX-5 binding -6.2, VLA-4 inh 5 and Bcl-xL primary 11.
For CC(C)CC(=O)Nc1ccc(-c2nnn(CC(=O)NCc3ccco3)n2)cc1 the results were MCL1-BIM inh 0, GLD-1 RNA inh -2, Efflux pump mplx -0.1, Fam108B inh -3, PME-1 inh -3, GRK2 aptamer HTS 1, MEX-5 binding 0.9, VLA-4 inh 6 and Bcl-xL primary 3.
Screening COc1ccc(Cl)cc1NC(=O)CN(C)C(=O)c1ccc(N2CCCCC2)c([N+](=O)[O-])c1 returned MCL1-BIM inh -13, GLD-1 RNA inh 6, Efflux pump mplx -0.1, Fam108B inh 0, PME-1 inh 1, GRK2 aptamer HTS 0, MEX-5 binding 0.1, VLA-4 inh -1 and Bcl-xL primary -1.

Only part of the results is shown, so the mix of outcomes need not match the whole.
